DNMT1 block – inhibitors of human DNMT1. DNMT1 molecular beacon, Hinp1I cleavage, fluorescence. inhibition (reported as % activation of signal), % at 10 µM. hit rate 0.83% among 360,000; in the data active = inhibition above about 50%
NadD block – blocks S. aureus nicotinate mononucleotide adenylyltransferase; purified NadD enzyme, colorimetric absorbance read-out; inhibition, % at 20 µM; hit rate 0.78% among 360,000; AID 602399; in the data active = inhibition above about 26%; note: some compounds past the cut are filed as inactive
Scp-1 inhibitor – inhibitors of human Scp-1 phosphatase. Q9GZU7. Recombinant Scp1, phosphopeptide, malachite green phosphate absorbance. inhibition, % at 20 µM. hit rate 0.88% among 340,000. AID 493091;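 active = inhibition above about 50% at 20 µM, limit read from the data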;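 note: plate controls were DMSO wells with enzyme for no effect and wells lacking enzyme for full effect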
Target sequence (Q9GZU7 76-261 limits assumed): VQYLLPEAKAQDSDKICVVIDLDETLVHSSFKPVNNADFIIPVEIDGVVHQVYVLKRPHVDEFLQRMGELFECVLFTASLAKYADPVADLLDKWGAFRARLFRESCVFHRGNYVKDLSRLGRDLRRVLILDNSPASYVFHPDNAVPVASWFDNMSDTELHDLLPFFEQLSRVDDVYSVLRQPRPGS
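Assay system: SCP-1 catalytic fragment, aa 76-261 | Buffer or medium: Tris acetate buffer pH 5.5 with MgCl2 and Tween-20 | Compound: One concentration, 20 µM, with 1.0% DMSO | Also added: Phospho 17-mer peptide substrate | Signal: Absorbance at 630 nm | Incubation: 45 min enzyme reaction at room temperature | Measure: % inhibition of SCP-1 phosphate liberation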
CendR NRP1 mod – alters CendR peptide binding to human NRP-1 | inhibition, % at 25 µM | hit rate 0.85% among 360,000 | FAM-RPARPAR peptide binding to NRP-1, fluorescence polarization;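 active = inhibition or corrected inhibition above about 18%, plus a signal ratio from 0.5 to 1.5, limit read from the data, passing the limit was not always enough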; note: strong numbers were not always called active
STEP block – blocks human striatal-enriched tyrosine phosphatase; hit rate 0.25% among 360,000; inhibition, % at 20 µM; recombinant STEP, OMFP fluorogenic substrate, fluorescence; P54829;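 active = inhibition at 20 µM, scaled per plate between control wells, above about 37%, limit read from the data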;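 note: 0% = DMSO with enzyme and substrate and 100% = substrate only without enzyme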
Target sequence (P54829 whole entry, looked up): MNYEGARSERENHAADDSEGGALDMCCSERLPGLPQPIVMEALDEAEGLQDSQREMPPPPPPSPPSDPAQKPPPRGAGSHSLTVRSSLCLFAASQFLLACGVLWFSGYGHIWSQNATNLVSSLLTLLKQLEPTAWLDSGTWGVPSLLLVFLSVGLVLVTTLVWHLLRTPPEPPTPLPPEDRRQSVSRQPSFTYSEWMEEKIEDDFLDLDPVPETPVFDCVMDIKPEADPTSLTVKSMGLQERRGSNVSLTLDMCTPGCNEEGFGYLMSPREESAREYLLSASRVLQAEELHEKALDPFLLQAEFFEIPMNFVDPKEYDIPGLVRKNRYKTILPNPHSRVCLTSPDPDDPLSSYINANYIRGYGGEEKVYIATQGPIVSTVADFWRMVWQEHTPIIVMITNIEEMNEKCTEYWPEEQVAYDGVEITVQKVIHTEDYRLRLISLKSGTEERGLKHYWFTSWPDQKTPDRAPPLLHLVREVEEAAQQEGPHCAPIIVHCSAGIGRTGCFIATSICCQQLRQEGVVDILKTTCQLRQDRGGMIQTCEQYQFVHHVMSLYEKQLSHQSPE
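Material: STEP (striatal-enriched tyrosine phosphatase) enzyme, cell-free | Medium: 50 mM Bis-Tris pH 6.0 with 2.5 mM DTT and 0.005% Tween 20 | Read-out: Percent inhibition scaled to no-enzyme and uninhibited-enzyme controls, plate-pattern corrected | Signal: Fluorescence read at 480 nm ex / 540 nm em | Times: 20 min reaction, room temperature, in the dark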
SUMO1 PPI mod – SUMO1-SIM interaction modulation | SUMO1 binding to a labelled peptide, TR-FRET, 1 h | hit rate 0.33% among 360,000 | P63165 | inhibition, % at 20 µM | AID 602429; in the data active = inhibition above about 37%
Target sequence (P63165 whole entry, looked up): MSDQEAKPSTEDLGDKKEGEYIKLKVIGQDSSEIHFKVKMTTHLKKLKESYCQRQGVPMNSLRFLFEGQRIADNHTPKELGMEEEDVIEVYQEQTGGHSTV
Neddyl block – cullin neddylation inhibition | TR-FRET cullin neddylation, biochemical | AID 651699 | P61081+Q13564 | calls only at 25 µM | hit rate 0.58% among 360,000; in the data active = inhibition above about 36%
SKN-1 inh – C. elegans SKN-1 inhibition; C. elegans VP596 Pgst-4::GFP/RFP ratio, acrylamide-induced, 24 h; inhibition, % at 21.8 µM; hit rate 0.49% among 360,000;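 active = interference check ratio from 0.5 to 1.5 plus GFP to RFP signal ratio inhibition reaching or exceeding a fixed threshold, cut at about 30% in these data, passing the limit was not always enough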; note: some compounds called inactive have numbers as strong as hits
LMPTP block – LMPTP (human) inhibition. hit rate 0.22% among 360,000. inhibition, % at 20 µM. P24666. recombinant LMPTP-A, OMFP fluorogenic substrate, fluorescence intensity;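 active = compounds that cut the enzyme signal by at least half of the control window in the single-dose screen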;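 note: plate controls were DMSO wells with enzyme plus substrate for no effect and substrate without enzyme for full effect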
Target sequence (P24666 whole entry, looked up): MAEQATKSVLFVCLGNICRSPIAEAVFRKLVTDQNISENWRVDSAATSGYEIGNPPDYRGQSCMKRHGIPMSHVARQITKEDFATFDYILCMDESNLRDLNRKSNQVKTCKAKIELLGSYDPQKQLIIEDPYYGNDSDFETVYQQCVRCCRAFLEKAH
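Test system: LMPTP-A phosphatase enzyme. Amount: LMPTP-A at 0.625 nM final in the reaction. Reagent: OMFP substrate, 400 µM final. Times: 50 min at room temperature. Signal: endpoint fluorescence intensity from OMFP dephosphorylation. Read-out basis: % inhibition. Benchmarks: no-enzyme and uninhibited controls.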
Tb MetRS inh – Trypanosoma brucei MetRS inhibition; purified T. brucei MetRS, ATP depletion, Kinase-Glo luminescence; inhibition, % at 11.9 µM; hit rate 0.4% among 360,000;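 active = inhibition above a per-plate cutoff of the control wells' mean inhibition plus 3 SD, cut at about 5.5% in these data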;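 note: 0% = DMSO wells median and 100% = median of wells with control inhibitor compound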
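Material: parasite MetRS enzyme / Replication: singlicate, one well per compound / Signal: luminescence of leftover ATP / Schedule: 2 h aminoacylation at 25 °C after 15 min preincubation / Medium: HEPES-MgCl2-KCl buffer plus DTT, spermine, BSA, pyrophosphatase / Doses: 11.9 µM single point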
Numbers without * were called inactive; i = inactive; x = not tested or not shown.

SMILES	DNMT1 block	NadD block	Scp-1 inhibitor	CendR NRP1 mod	STEP block	SUMO1 PPI mod	Neddyl block	SKN-1 inh	LMPTP block	Tb MetRS inh
Cc1c(OC(C)C(=O)O)ccc2c3c(c(=O)oc12)CCCC3 (centres undefined)	-4	-5	-5	-7	-5	6	x	1	-0.7	-0.4
CCN(CC)C(=O)c1cc2c(=O)c3cc(F)ccc3oc2nc1C	1	-7	3	-7	0	-9	i	-4	2.0	0.9
CCN(CC)C(=O)C1CCCN(C(=O)c2oc3ccc(C)cc3c2C)C1 (centres undefined)	0	0	-6	-2	1	1	i	22	-0.7	0.1
CC(C)(C)c1cc2cccnc2n1Cc1cccc(Cl)c1	3	-6	-4	2	-1	-2	i	8	0.2	-0.5
COC(=O)c1sccc1NC(=O)c1ccc(C)s1	0	-5	10	-11	2	-4	i	2	-0.5	-0.2
CCOC(=O)C1(C)CCCN(C(=O)c2ccc(OC)cc2OC)C1 (centres undefined)	3	-6	x	-13	-2	-12	i	25	-0.3	-0.2
CCn1cc(C(=O)NC(=S)Nc2ccccc2Br)cn1	1	-3	-8	9	3	3	i	8	1.7	-0.2
O=C(NCCc1nnc2ccc(NCCCN3CCOCC3)nn12)c1ccccc1F	1	-5	-8	6	2	2	i	-2	-6.5	0.0
Cc1ccc(NC(=O)c2ccc(CSc3nnc(-c4ccncc4)n3C)cc2)cc1	6	-1	-4	-5	-2	1	i	8	-0.9	-0.2
CCCCC(=O)Nc1ccnc(-c2cccnc2)n1	1	-2	0	-2	0	3	i	-10	-1.9	0.4
COc1ccc2c(COC(=O)CC3Sc4ccccc4NC3=O)cc(=O)oc2c1 (centres undefined)	-1	7	3	-15	-1	-1	i	7	3.1	-0.6
COc1ccc(C2c3c(nc[nH]c3=O)Oc3nc[nH]c(=O)c32)cc1	3	0	x	4	2	2	i	6	1.7	-0.4
COc1cccc(-n2c(Cc3cc(=O)[nH]c(=O)[nH]3)nnc2SCC(=O)NC2CCCCC2)c1	-1	2	-7	9	1	2	i	-2	-0.9	0.2
CCOC(=O)CSc1nnc(-c2ccco2)n1-c1ccccc1	0	3	-5	-2	0	2	i	10	-0.7	-0.2
CSc1ccccc1NC(=O)Nc1cccc(Cl)c1C	10	-4	0	-6	1	-2	i	7	0.5	-0.4
Cc1cccc(NC(=O)CN(CC2CCCO2)C(=O)c2oc3ccccc3c2C)c1C (centres undefined)	2	4	-12	4	-3	-1	i	8	-0.2	-0.3
O=C(CSc1nnc(-c2ccc(Br)o2)n1Cc1ccccc1)c1ccccc1F	-6	0	-5	0	0	1	i	33	3.5	0.3
COCCNc1nc2cc(-c3ccccc3)sc2c(=O)n1C	-1	1	x	7	6	-27	i	1	2.3	0.3
Cc1nc(C(=O)NCCC(C)C)sc1C1(C)CC(c2cccc([N+](=O)[O-])c2)=NO1 (centres undefined)	2	-2	4	-4	0	-12	i	4	3.0	-0.5
COc1ccc(/C=N\NC(=O)c2ccccc2Br)cc1COc1ccc(F)cc1	-2	-2	-5	10	1	3	i	17	3.9	-0.5
Cc1cc(C(=O)NNC(=O)c2cccc([N+](=O)[O-])c2)n[nH]1	2	2	-6	4	2	-26	i	25	-1.9	-0.5
O=C(NCCNc1ccc(Cl)cc1[N+](=O)[O-])c1ccccc1F	-2	-7	-6	-2	1	-41	i	17	4.1	1.9
O=C(Cn1c(=O)oc2cc(S(=O)(=O)N3CCCC3)ccc21)NCc1ccccn1	5	2	-6	2	1	0	i	-12	-2.3	-0.3
C/C(=N\NC(=O)Cc1ccc(Cl)cc1)c1cccc(NC(=O)c2cccnc2)c1	-2	-2	1	10	0	3	i	-3	1.3	-0.2
Cc1ccc2cc(CCNC(=O)CC(C)(C)C)c(=O)[nH]c2c1C	4	0	-2	0	-2	5	i	-6	-1.1	0.5

The closing 4 records of the section above come first, to join the parts:
SMILES	DNMT1 block	NadD block	Scp-1 inhibitor	CendR NRP1 mod	STEP block	SUMO1 PPI mod	Neddyl block	SKN-1 inh	LMPTP block	Tb MetRS inh
O=C(NCCNc1ccc(Cl)cc1[N+](=O)[O-])c1ccccc1F	-2	-7	-6	-2	1	-41	i	17	4.1	1.9
O=C(Cn1c(=O)oc2cc(S(=O)(=O)N3CCCC3)ccc21)NCc1ccccn1	5	2	-6	2	1	0	i	-12	-2.3	-0.3
C/C(=N\NC(=O)Cc1ccc(Cl)cc1)c1cccc(NC(=O)c2cccnc2)c1	-2	-2	1	10	0	3	i	-3	1.3	-0.2
Cc1ccc2cc(CCNC(=O)CC(C)(C)C)c(=O)[nH]c2c1C	4	0	-2	0	-2	5	i	-6	-1.1	0.5
O=C(NC(=S)Nc1ccc(Br)cn1)c1cccnc1	0	-4	-6	-3	2	10	i	-6	-0.5	-0.5
CCOC(=O)[C@]12CCC=C1N(Cc1ccc3c(c1)OCO3)C(=O)[C@H](CC(=O)NCC1CCCCC1)C2	x	1	x	-4	x	8	i	23	0.1	-0.8
CCOc1ccc(C(CCc2ccccc2)NC(=O)c2ccccc2)cc1OCC (centres undefined)	5	-11	-8	-5	3	-5	i	9	2.4	-0.3
Cc1nc(C)c(C(=O)Nc2ccccc2-c2ccccc2)o1	-11	1	2	-12	3	2	i	14	2.6	-0.7
COc1ccc(OC)c(-c2nnc(-c3ccc(C)o3)o2)c1	1	4	-7	17	0	6	x	-1	-0.5	-1.1
CC1CC(C)CN(c2nc(NCc3ccco3)nc(N)c2[N+](=O)[O-])C1 (centres undefined)	1	4	1	7	1	4	i	8	3.5	0.2
CCOCCCNC(=O)c1ccc(/C=C2\Oc3ccccc3N(C)C2=O)cc1	-3	0	-4	8	0	-24	x	7	0.2	0.5
Cn1cc(CC(=O)NCCCN2CCOCC2)c2ccccc21	9	0	-1	2	-5	1	i	1	-1.0	-1.1
CCOC(=O)Cn1nnnc1C(CC)N(Cc1cc2ccc(C)cc2[nH]c1=O)C1CCCC1 (centres undefined)	0	8	6	-2	1	-2	i	-6	-0.1	-0.6
COC(=O)C(Cc1cnc(Cl)s1)(C(=O)OC)c1ccc(C(F)(F)F)cc1[N+](=O)[O-]	1	-2	-12	5	3	-8	i	8	0.5	0.2
Cc1cccc(NC(=S)N(C)C2CCCCC2)c1	1	5	0	-2	2	1	i	2	-0.3	-0.9
Cc1cccc(COCC(Cc2ccccc2)N2CCN(C(=O)c3cc(Cl)cc(Cl)c3)CCC2=O)c1 (centres undefined)	8	-9	-1	20	0	6	i	-1	4.7	-0.4
CC1CCN(C(=O)COC(=O)c2ccccc2NC(=O)c2ccco2)CC1	5	-4	-9	3	-1	0	i	-11	-1.1	-1.3
Cc1cc(C)c(C(N)=O)c(Nc2ccc(F)cc2)n1	-2	-3	-10	11	0	0	i	-6	0.3	-0.7
COc1cc(C(=O)N[C@H](C(=O)OCC(=O)NC2CCCCCC2)C(C)C)cc(OC)c1OC	-16	-1	-5	-7	-1	4	i	4	0.3	0.4
CC(=O)c1c(C)[nH]c(C(=O)NCc2ccc(Cl)cc2)c1C	1	-2	x	-1	-3	-8	i	6	0.4	-0.3
CN(CCCC(=O)N1CCCC(C(N)=O)C1)S(=O)(=O)c1ccc(F)cc1 (centres undefined)	0	-3	-6	-1	-2	-3	i	-3	-1.3	-0.3
CCOc1ccccc1NC(=O)CCN1CCN(S(=O)(=O)c2ccc(OC)cc2)CC1	0	0	8	3	4	0	i	-9	-1.5	-0.7
CCc1ccc(NC(=O)C(=O)NCC2CCCN2S(=O)(=O)c2cccs2)cc1 (centres undefined)	-3	-10	-9	4	-1	2	i	6	0.0	-0.3
CC(C)CCNC(=O)C1CCCN(S(=O)(=O)c2ccc3c(c2)CC(C)N3C(=O)C2CC2)C1 (centres undefined)	-1	4	-4	-8	0	-2	i	-1	-0.3	0.3
COc1ccccc1N(CC(=O)NCc1ccc(F)cc1)C(=O)CCC(=O)Nc1ccccn1	1	6	1	8	4	1	i	6	0.7	-0.4
CCOC(=O)N1CCC(NC(=O)c2ccc(CS(=O)(=O)c3ccccc3C)o2)CC1	4	5	13	5	-2	4	i	-9	-1.6	0.1
CCOC(=O)c1cnc(-c2ccccc2)nc1N1CCOCC1	3	1	1	1	-3	-7	i	13	0.0	-0.3
O=C(CCc1ccccc1)Nc1cc(C(F)(F)F)ccc1Cl	-1	5	-6	-13	0	-5	i	12	1.8	-0.8
O=C(CC1SC(=NCc2ccccc2)NC1=O)Nc1ccccc1 (centres undefined)	5	0	7	-16	0	1	i	7	1.3	-0.1

The results go on:
SMILES	DNMT1 block	NadD block	Scp-1 inhibitor	CendR NRP1 mod	STEP block	SUMO1 PPI mod	Neddyl block	SKN-1 inh	LMPTP block	Tb MetRS inh
CN(C)S(=O)(=O)n1ccnc1	0	-8	-3	4	0	-2	i	-11	-2.4	0.5
CC(=O)c1ccc(OCC(O)CN2CCN(c3ccc(F)cc3)CC2)cc1 (centres undefined)	-1	-9	-9	8	0	-1	i	-3	-0.7	-0.4
COc1ccc(CNC(=O)C2CCCC2)cc1	1	-6	-10	-3	3	11	i	-3	-0.1	-0.6
O=C(O)c1ccc(/C=N/Nc2ccc(S(=O)(=O)N3CCCC3)cc2[N+](=O)[O-])cc1	-2	2	45	21	14	-25	i	-7	4.2	0.7
CC(C)Cc1nc(S(=O)(=O)c2ccc(Cl)cc2)c(N2CCOCC2)o1	2	7	0	13	1	5	i	2	-2.0	0.0
O=C(Nc1ccc(C(=O)O)cc1)/C(=C\c1ccco1)NC(=O)c1ccccc1	-1	0	-4	-15	-2	3	i	2	-1.5	-0.8
CCc1cc(=O)oc2cc(OCC(=O)NCCN3CCOCC3)c(Cl)cc12	2	5	-1	3	-1	-3	i	-9	0.7	0.3
CC(C)OCCCNc1ncnc2c1[nH]c1ccc(F)cc12	0	-2	3	14	1	4	x	2	0.5	86*
COc1ccc(C2N(c3ccccn3)C(=O)C3CCCN32)c(OC)c1 (centres undefined)	1	-3	-9	-2	-2	-2	i	-11	-1.6	-0.6
Cc1sc2nc(CSc3ncn[nH]3)[nH]c(=O)c2c1C	0	-3	6	-2	-1	8	i	-4	-3.5	-1.0
Cc1ccccc1-c1csc(C(C)(O)c2ccccc2)n1 (centres undefined)	2	-3	x	3	1	-5	i	14	-0.3	-0.2
CCOCCC(=O)Nc1cc(Cl)ccc1OC	2	-4	-8	4	-4	3	i	0	-0.7	-0.2

High-throughput results deposited in PubChem BioAssay by several laboratories.
